Screens as filed in PubChem BioAssay.
KCNH2 3.1 block: qHTS for Inhibitors of KCHN2 3.1: Mutant qHTS; 340,000 compounds, 0.95% hits; activity change, % (tested at about 1.8 µM); Potassium voltage-gated channel subfamily H member 2, brain isoform KCNH2 3.1 (human); U2OS KCNH2 3.1, thallium flux FluxOr; active compounds read low; AID 720553, 2013;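 active = maximum activity change below -70%; inconclusive = maximum activity change from -70% to -50%; inactive = maximum activity change above -50%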;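 note: thallium influx rate constant from kinetic fluorescence after stimulation buffer; % is set by controls: 0 for no effect and ±100 for the full control effect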
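Thallium flux read-out: FluxOr dye with Red40 quencher in HBSS/HEPES, 45 min at RT. Rate constants from kinetic reads were normalized to positive and negative DMSO controls. Cells: U2OS virally expressing the 3.1 isoform.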
a7 integrin act: qHTS for Activators of Integrin-Mediated Alleviation for Muscular Dystrophy. Potency, µM (top dose mostly 38.3 µM), for inactives: top-dose activation, usual class: activators. alpha7betagal myoblasts, beta-gal FDG fluorescence, 48 h. 350,000 compounds, 0.064% hits;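 note: potency is the fitted concentration of half-maximal effect; 100% = response of the positive control SU9516; nearly all actives have a fitted effect of over 60% in size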
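Alpha7betagal+/- myoblasts (passage 13) were plated 16-24 hr, then exposed to compounds (1:260 dilution of DMSO stock) for 48 hours at 37C. After MPER lysis, β-galactosidase reporter activity was read as FDG fluorescence (ex 480/em 540) after 30 minutes.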
A-T KAP1 phos: qHTS Assay for Identifying a Potential Treatment of Ataxia-Telangiectasia. […] A-T fibroblasts, KAP-1 phosphorylation AlphaLISA; neocarzinostatin DNA damage 30 min before lysis. Potency, µM (series often up to 57.5 µM), for inactives: at the highest dose activation, actives largely listed as activators. 320,000 compounds, 0.19% hits. AID 485349, 2010; note: potency is the fitted concentration of half-maximal effect; % of control where 0% means no effect; nearly all actives have a fitted effect of over 45% in size
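hTERT-immortalized A-T patient fibroblasts ([…]), 500 cells/well in OPTI-MEM, 1% FBS, got compounds for 60 min, then NCS for 30 min at 37C. Lysates were then assayed for phospho-KAP-1 by AlphaLISA (anti-pKAP1 donor, anti-KAP1 acceptor beads), 6 hr at 25C.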
TRPV1 agonist: HTS Assay for Compounds that Act as Agonists of the Vanilloid Receptor 1. 320,000 compounds, 0.19% hits. TRPV1-expressing cells, Fluo-8 calcium influx, agonist mode. Transient receptor potential cation channel subfamily V member 1 (Homo sapiens), Q8NER1. activation, % at 8.33 µM; in the data active = activation above about 80%; inconclusive = between about 30% and that limit; note: 0% is about no effect
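Fluo-8 calcium influx in TRPV1-expressing cells, kinetic read (ex 480/em 520 nm). Compound added and read 3 min for agonist activity, followed by capsaicin at EC20 final and 2 min further read for enhancement.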
MBNL1 CUG block: qHTS Assay for Inhibitors of MBNL1-poly(CUG) RNA binding; 280,000 compounds, 0.036% hits; Muscleblind-like protein 1 (Homo sapiens), Q9NR56; TR-FRET MBNL1-His/biotin-(CUG)12 binding, 665/545 ratio; Potency, µM (top dose mostly 57.5 µM), inactives show at the top dose activity change, negative = inhibition, actives largely listed as inhibitors; active = well fitted inhibition curve with a large enough effect in the signal ratio, with a control signal flat, not every such curve was filed as active; inconclusive = small, poorly fitted or top-dose-only effect, or effect the other way, or a change in a side signal; inactive = no such curve, though single readings can be large or run the other way; the % refers to the signal ratio; note: potency is the fitted concentration of half-maximal effect; % is set by controls: 0 for no effect and ±100 for the full control effect
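Compounds (final 92 nM to 58 uM) are added to His-tagged MBNL1 and biotin-(CUG)12, then terbium anti-His antibody and streptavidin-XL665 (5 nM final). After 60 min at room temperature, the 665/545 nm ratio is read.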
GALK inhibitor: qHTS Assay for Inhibitors of Human Galactokinase (GALK). AID 1868, 2009. Potency, µM (highest dose often 57.5 µM), inactives show at the highest dose activity change, negative = inhibition, hits mostly inhibitors. Purified GALK, Kinase-Glo residual ATP luminescence. 270,000 compounds, 0.007% hits. P51570; note: potency is the fitted concentration of half-maximal effect; % is set by controls: 0 for no effect and ±100 for the full control effect
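The enzyme phosphorylates galactose (100 uM) using ATP (35 uM); inhibition is detected as higher residual ATP, quantified by bioluminescence after 1 h reaction at room temperature, pH 8.0.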
MLL CXXC-DNA inh: qHTS Fluorescence Polarization Assay for Inhibitors of MLL CXXC domain - DNA interaction | Potency, µM (series often up to 115 µM), without a hit: at the top dose activity change, negative = inhibition, actives largely listed as inhibitors | AID 2662, 2010 | 290,000 compounds, 0.037% hits | MLL-CXXC / FITC-HOXA9 DNA fluorescence polarization; active = well fitted inhibition curve with a large enough effect in the polarisation, with a control signal flat, not every such curve was filed as active; inconclusive = small, poorly fitted or top-dose-only effect, or effect the other way, or a change in a side signal; inactive = no such curve, though single readings can be large or run the other way; the % refers to the polarisation; note: potency is the fitted concentration of half-maximal effect
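Steps: dispense CXXC domain solution (7 uM) → pin compounds or unlabeled HOX-A9 DNA control → 5 min ambient → add FLSN-HOX-A9 solution (50 nM) → spin → 30 min ambient → fluorescence polarization. Tris pH 7.5/NaCl/DTT/BSA buffer.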
S-ASM inh: Inhibitors of Secretory Acid Sphingomyelinase (S-ASM): qHTS. Potency, µM (top dose mostly 57.5 µM), for the others: at the top dose activity change, negative = inhibition, most hits filed as inhibitors. 340,000 compounds, 0.006% hits. Sphingomyelin phosphodiesterase (Homo sapiens), P17405. AID 504937, 2011. placental ASM, HMU-PC fluorogenic substrate, 60 min; note: potency is the fitted concentration of half-maximal effect
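qHTS format. ASM enzyme prepared from human placenta hydrolyses the fluorogenic substrate HMU-PC0 (9 uM final) over 60 min at 37 °C after a 10 min compound preincubation.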
FBPA coupling cs: qHTS Assay for Inhibitors of Fructose-1,6-bisphosphate Aldolase from Giardia Lamblia: Coupling assay counterscreen. activity change, negative = inhibition, % at 58.2 µM, hits read low. 290,000 compounds, 0.67% hits. coupling enzyme system counterscreen, AmpLite Red fluorescence; in the data active = activity change below about -30%; note: % is set by controls: 0 for no effect and ±100 for the full control effect
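Coupling enzymes only (glyceraldehyde-3-phosphate) + compound, at 57.5 uM final, 10 min RT; add substrate/coupling/AmpLite Red mix, 20 min RT; fluorescence ex 525/em 598 nm. Actives flag coupling-system interference.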
KCNH2 WT inh: qHTS for Inhibitors of KCHN2 3.1: Wildtype qHTS. Voltage-gated inwardly rectifying potassium channel KCNH2 (Homo sapiens), Q12809. U2OS, BacMam KCNH2, thallium flux FluxOr; active compounds read low. activity change, % at 1.84 µM. 340,000 compounds, 0.37% hits. AID 720551, 2013;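 active = maximum activity change below -70%; inconclusive = maximum activity change between -70% and -50%; inactive = maximum activity change above -50%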; note: % is set by controls: 0 for no effect and ±100 for the full control effect
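U2OS cells transduced with wild-type KCNH2 virus are loaded with FluxOr dye for 45 min, and thallium flux is measured in kinetic reads before and after stimulation buffer. Rate constants are normalized to DMSO controls.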
Numbers without * were called inactive; i = inactive; u = inconclusive; x = no result given; & = joins results of further samples; [ ] = remark or other dose. Unless noted, calls come from the whole dose curve; as a rule, active = well fitted curve in the direction sought with a large enough effect; inconclusive = small, poorly fitted or top-dose-only effect, or another doubt; inactive = no such curve, though single readings can be large; an effect the other way counts as inactive or inconclusive. Compounds were not picked by outcome, and some 2% of all compounds hit somewhere here.

The line under a structure holds: KCNH2 3.1 block	a7 integrin act	A-T KAP1 phos	TRPV1 agonist	MBNL1 CUG block	GALK inhibitor	MLL CXXC-DNA inh	S-ASM inh	FBPA coupling cs	KCNH2 WT inh
1. CC(C)c1ccc(NC2CCCN(C(=O)c3cccc4nccnc34)C2)cc1 (configuration not stated)
  19	3%	-2%	85*	3%	-2%	21%	-1%	-1	0
2. CCOCC(=O)Nc1cc(S(=O)(=O)N2CCOCC2)ccc1N1CCCCC1
  0	-44%	-2%	20	12%	-2%	0%	-4%	1	-3
3. Oc1nc(-c2ccc(Br)cc2)n2ccncc12
  x	u	4%	13	u	2%	2%	-2%	-1	-12
4. Cc1cccc(C(=O)OCC(=O)N2CCCCCC2)c1O
  4	-5%	12%	12	x	x	x	0%	x	-4
5. COCCn1nnnc1C(c1ccc(C)cc1)N1CCN(Cc2ccc3c(c2)OCO3)CC1 (configuration not stated)
  -24	-8%	5%	0	-3%	3%	3%	0%	3	-16
6. CC1(C(=O)NCCN2CCOCC2)C=CC2(CCCCC2)N1C(=O)c1ccccc1 (configuration not stated)
  -13	14%	3%	-4	-2%	x	6%	2%	4&4	1
7. COc1cc(CN(C(=S)NCC(=O)N2CCCC2)C2CCCC2)cc(OC)c1OC
  6	17%	0%	-1	7%	5%	5%	7%	2	3
8. CC(=O)N1CCN(c2ccc(NCc3ccc(C)s3)cc2)CC1
  4	-15%	-27%	2	10%	3%	0%	2%	-23	2
9. CC1CCCC(NC(=O)CCC(=O)N2CCOc3ccccc32)C1C (configuration not stated)
  7	30%	-3%	8	0%	-1%	2%	0%	x	3
10. O=C(N/N=C/C(Cl)=C/c1ccccc1)c1ccc2c(c1)OCO2
  -6	-43%	6%	19	x	x	x	18%	x	-8
11. CCCCC(C(=O)NC1CCCC1)N(Cc1ccccc1)C(=O)c1snc(C(N)=O)c1N (configuration not stated)
  -32	7%	6%	22	9%	3%	0%	397%[activator]	-4	-5
12. CCc1cc(Cn2nc(-c3ccccc3)cc2C(=O)NCC2CC2)on1
  x	1%	6%	u	x	x	x	3%	x	x
13. Cc1ccc(-c2cc(N)n(-c3ccc(C)cc3)n2)cc1
  15	30%	-1%	-4	24%	-2%	0%	-1%	-2	1
14. CCN1CCN(S(=O)(=O)c2ccc(Cl)c(C(=O)Nc3ccccc3N3CCOCC3)c2)CC1
  6	28%	7%	-2	x	x	x	x	x	13
15. O=C1CC(SCc2nc3ccccc3[nH]2)C(=O)N1c1ccc(F)c(Cl)c1 (configuration not stated)
  19	-30%	x	14	9%	3%	1%	0%	2	0
16. CN(C)Cc1c(-c2ccc(Cl)cc2)nc2ccc(Cl)cn12
  14	19%	1%	2	x	0%	7%	-3%	-3	i
17. CC1COC(C)(CC(=O)NN2C(=O)c3ccccc3C2=O)O1 (configuration not stated)
  18	0%	1%	2	1%	2%	2%	0%	2	-5
18. O=C(NCCc1ccc(F)cc1)C1CCCO1 (configuration not stated)
  -8	12%	2%	3	-1%	-2%	8%	1%	3	6
19. C=CCNC(=S)NNC(=O)c1ccccc1
  -4	4%	-2%	4	-2%	0%	5%	7%	5	-3
20. CCCNc1ncnc2[nH]ncc12
  -6	6%	x	x	x	x	x	1%	x	-1
21. CCOC(=O)c1cccnc1SCC(=O)N(CC)c1cccc(C)c1
  -11	-41%	x	4	-8%	2%	3%	-1%	4	3
22. Oc1c(CN2CCc3ccccc3C2)cc(Cl)c2cccnc12
  1	-37%	-9%	8	37%[activator]	1%	13%	32%	-15	17
23. O=C(NC1CCCC1)C1CC(=O)N(CCc2ccccc2)C1 (configuration not stated)
  -10	-5%	-2%	-1	1%	-2%	15%	-5%	2	-5
24. O=C(Cc1cccs1)NCCn1ccc2ccccc21
  -5	23%	-3%	u	-2%	1%	6%	-3%	-2	-7
25. O=S(=O)(NCC1CCCO1)c1ccc2c(c1)OCCO2 (configuration not stated)
  6	11%	-11%	1	3%	2%	2%	11%	3	5
26. Cn1cc(S(=O)(=O)NC[C@H]2O[C@@H](n3cnc4c(N)ncnc43)[C@H](O)[C@@H]2O)cn1
  1	0%	8%	x	x	x	x	-2%	x	-5
27. CC1SCC(=NOCc2ccccc2)CS1 (configuration not stated)
  -11	5%	0%	3	-2%	7%	-10%	-2%	2	2
28. Cc1c(NC(=O)Nc2ccc3c(c2)OCO3)c(=O)n(-c2ccccc2)n1C
  0	7%	-6%	-1	-1%	-4%	4%	-2%	1	6
29. CCOC(=O)c1ccc(NC(=O)C(=O)NCCc2ccc(OC)cc2)cc1
  13	8%	-2%	0	-12%	2%	-8%	0%	1	5
30. COCCC(=O)N1CCC(Oc2ccc(C(=O)NCCSC)cc2)CC1
  -7	u	2%	-1	-3%	7%	-6%	-2%	-1	-1

Another view of part of the listing above.
| cpd | smiles | KCNH2 3.1 block | a7 integrin act | A-T KAP1 phos | TRPV1 agonist | MBNL1 CUG block | GALK inhibitor | MLL CXXC-DNA inh | S-ASM inh | FBPA coupling cs | KCNH2 WT inh |
| --- | --- | --- | --- | --- | --- | --- | --- | --- | --- | --- | --- |
| 4 | Cc1cccc(C(=O)OCC(=O)N2CCCCCC2)c1O | 4 | -5% | 12% | 12 | x | x | x | 0% | x | -4 |
| 5 | COCCn1nnnc1C(c1ccc(C)cc1)N1CCN(Cc2ccc3c(c2)OCO3)CC1 (configuration not stated) | -24 | -8% | 5% | 0 | -3% | 3% | 3% | 0% | 3 | -16 |
| 6 | CC1(C(=O)NCCN2CCOCC2)C=CC2(CCCCC2)N1C(=O)c1ccccc1 (configuration not stated) | -13 | 14% | 3% | -4 | -2% | x | 6% | 2% | 4&4 | 1 |

Additional entries.
The line under a structure holds: KCNH2 3.1 block	a7 integrin act	A-T KAP1 phos	TRPV1 agonist	MBNL1 CUG block	GALK inhibitor	MLL CXXC-DNA inh	S-ASM inh	FBPA coupling cs	KCNH2 WT inh
31. CN(C)S(=O)(=O)c1cccc(C(=O)NC(=S)N(CCC#N)Cc2cccnc2)c1
  1	u	-1%	2	1%	0%	-4%	1%	-9	5
32. Cc1[nH]c(=O)[nH]c(=O)c1/C=N/NC(=O)CCCCCNC(=O)OC(C)(C)C
  3	-7%	3%	-9	7%	1%	0%	4%	-1	-5
33. O=C(CN(CC1CCCO1)C(=O)CNS(=O)(=O)c1ccc(F)cc1)NCc1ccc(F)cc1 (configuration not stated)
  4	-31%	-2%	-1	3%	2%	13%	25%	2	3
34. O=C(CSc1nccc(=O)[nH]1)N1N=C2/C(=C/c3ccco3)CCCC2C1c1ccco1 (configuration not stated)
  -4	-26%	-14%	2	5%	5%	-13%	0%	5	2
35. COCCn1c(SCC(=O)N2CCCCC2)nc2ccccc2c1=O
  18	-2%	25%	0	6%	-1%	-3%	0%	7	-13
36. CCOc1ccc(NC(=O)C2CCN(S(=O)(=O)c3ccc4c(c3)N(C(C)=O)CCO4)CC2)cc1
  13	-36%	-2%	1	-2%	2%	40%[activator]	0%	-1	-8
37. CCC(=O)Nc1nc(CC(=O)Nc2ccccc2OC)cs1
  -9	20%	-1%	1	2%	2%	4%	3%	1	-5

Just A-T KAP1 phos and S-ASM inh, for 2 of the compounds above:
entry	compound	A-T KAP1 phos	S-ASM inh
32	Cc1[nH]c(=O)[nH]c(=O)c1/C=N/NC(=O)CCCCCNC(=O)OC(C)(C)C	3%	4%
6	CC1(C(=O)NCCN2CCOCC2)C=CC2(CCCCC2)N1C(=O)c1ccccc1 (configuration not stated)	3%	2%
